Screens deposited in PubChem by several laboratories.
NCOA3 inh = SRC3 coactivator transcriptional activity inhibitors, primary screen, cell-based, luminescence | hit rate 0.17% among 360,000 | HEK293 GAL4-SRC3 luciferase reporter | inhibition, % at 3.6 µM;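 active means inhibition above a per-campaign cutoff, the mean of all compounds plus 3 SD, cut at about 60% in these data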;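 further: 0% = DMSO-treated cells and 100% = gossypol-treated cells at 36 µM; higher means less SRC3-driven luciferase light from the GAL4 reporter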
NOD2-RIPK2 inh = NOD2-RIPK2 binding disruptors in cells, primary screen, fluorescence, CHO cells, BLA complementation; CCF4 ratio; hit rate 0.38% among 360,000; inhibition, % at 4.98 µM; Receptor-interacting serine/threonine-protein kinase 2 (Homo sapiens), O43353; in the data active means inhibition above about 21%;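 further: 0% = vehicle only and 100% = reference blocker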
NCOA1 inh = SRC1 coactivator transcriptional activity inhibitors, primary screen, cell-based, luminescence; Nuclear receptor coactivator 1 (Homo sapiens), Q15788; HEK293 GAL4-SRC1 luciferase reporter; inhibition, % at 3.6 µM; hit rate 0.12% among 360,000;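 active means inhibition above the campaign mean plus 3 SD, with each screening campaign given its own cutoff, cut at about 60% in these data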;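 further: 0% = DMSO treated cells and 100% = gossypol at 36 µM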
TLR9-MyD88 inh = inhibitors of TLR9-MyD88 association in cells, primary screen, cell-based, CHO, BLA complementation, fluorescence; Toll-like receptor 9 (Homo sapiens) + Myeloid differentiation primary response protein …; CCF4 FRET ratio; inhibition, % at 4.98 µM; hit rate 0.21% among 340,000;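 active means inhibition above the mean over all tested compounds plus 3 SD, cut at about 21% in these data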;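 further: 0% = DMSO only wells and 100% = clavulanate BLA inhibitor control wells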
NR5A2 inv ag = LRH-1 (NR5A2) inverse agonists, primary screen, cell-based, luminescence, HEK293T, StAR-luciferase reporter; Nuclear receptor subfamily 5 group A member 2 (Homo sapiens), O00482; LRH-1 transfected, 24 h; inhibition, % at 3.6 µM; hit rate 0.13% among 360,000;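 active means inhibition above the mean inhibition of all tested compounds plus 3 SD, cut at about 73% in these data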;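 further: 0% = DMSO wells and 100% = reporter-only cells lacking LRH-1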
NCOA2 inhibitor = inhibition of GAL4-SRC2 driven luciferase reporter, primary screen, SRC2 inhibitor project, cell-based, luminescence; HEK293 GAL4-SRC2 luciferase reporter; inhibition, % at 9 µM; hit rate 0.17% among 370,000; AID 651957, 2012;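 active means inhibition above the mean inhibition of all tested compounds plus 3 SD, set per campaign, cut at about 52% in these data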;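 further: 0% = DMSO treated cells and 100% = cells given Gossypol at 36 µM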
NR2F2 inh = NR2F2 transcriptional activity inhibitors, primary screen, cell-based, luciferase reporter, HEK293T, luminescence. AID 686940, 2013. COUP transcription factor 2 (Homo sapiens), P24468. hit rate 0.7% among 370,000. HEK293T NGFI-A luciferase reporter. inhibition, % at 8.6 µM;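 active means inhibition above a per-plate cutoff, mean inhibition of test wells between control levels plus 3 SD, cut at about 38% in these data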;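 further: cells cotransfected with COUP-TFII expression vector driving the NGFI-A reporter; 0% = median of COUP-TF2 test wells and 100% = reporter-only cells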
LMP1 NFkB inh = EBV LMP1-driven NF-kappaB luciferase reporter inhibitors, primary screen, cell-based, luminescence, single point. LMP1-induced NF-kappaB luciferase reporter cells. inhibition, % at 12.5 µM. hit rate 0.69% among 350,000; in the data active means inhibition above about 41%;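 further: 0% = neutral control wells and 100% = reference inhibitor control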
TROY signal inh = inhibitors of TROY-driven NF-kB signaling, primary screen, Q293 LMP1-TROYcd cells, NF-kB luciferase, uHTS; Q293 LMP1-TROYcd NF-kB luciferase reporter, 4 h; inhibition, % at 10 µM; hit rate 0.98% among 360,000;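 active means compounds whose plate-normalised and pattern-corrected inhibition of the luciferase reporter signal at the single screening dose is 50% or more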
C8 TRAIL sens = viability loss with TRAIL in NB7+C8 cells, primary screen, TRAIL sensitizer project, cell-based, ATPlite luminescence; inhibition (viability loss, TRAIL sensitization), % at 10 µM; hit rate 1% among 360,000; AID 624354, 2012;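 active means compounds causing at least 50% loss of cell viability in the single-dose screen, relative to plate controls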
Vif inh = HIV Vif self-association inhibitors, primary screen, imaging, HEK293T, single point; hit rate 0.35% among 340,000; inhibition, % at 7.49 µM; HEK293T cells, Vif self-association by quenched fluorescence, 24 h; in the data active means inhibition above about 50%, passing the limit was not always enough; further: some results filed as inactive read as strong as hits
* hit, by the source's call; x = no result given. This is a subset, so the mix of outcomes need not match the whole.

canonical_smiles	NCOA3 inh	NOD2-RIPK2 inh	NCOA1 inh	TLR9-MyD88 inh	NR5A2 inv ag	NCOA2 inhibitor	NR2F2 inh	LMP1 NFkB inh	TROY signal inh	C8 TRAIL sens	Vif inh
Cc1cc(NC(=O)C(C)C)ncc1NC(=O)c1cccc(F)c1	7	7	-1	-5	-7	-27	-4	-11	2	35	x
CCOc1cc(C(=O)N/N=C\c2cn(CC)nc2C)cc(OCC)c1OCC	14	20	2	-3	6	3	-24	-2	3	20	-6
O=C(CN1CCC(NC(=O)C2CC2)CC1)Nc1ccccc1[N+](=O)[O-]	4	-9	-7	5	-6	10	11	4	-7	-10	-4
CC(=O)Oc1ccc(C(=O)O)c(OC(C)=O)c1	-21	-7	-3	2	-1	27	1	-2	-18	16	-7
CCCCNC(=O)C(NC(=O)c1cccc2ccccc12)C(=O)c1ccccc1 (stereo unspecified)	14	-4	8	x	-16	-8	-7	x	13	9	x
CC(=O)Nc1ccc(S(=O)(=O)N2CCN(CCCOc3cc(C)ccc3C)CC2)cc1	5	1	6	-6	1	22	14	0	34	20	x
Cc1ccc(Nc2c(-c3ccccn3)nc3cccc(C)n23)cc1	3	11	-1	-7	-16	5	29	27	8	20	-6
Cc1ccc(S(=O)(=O)N2C[C@@H](C)[C@]3(C2)[C@H](O)[C@H](OC(=O)NCc2ccccc2)C[C@H]2C(=O)N(c4ccccc4)C(=O)[C@H]23)cc1	-13	6	-7	-1	-8	-40	10	-14	3	-15	x
CN(Cc1ccccc1)C(=O)c1[nH]cnc1C(=O)NCCCCCNC(=O)OC(C)(C)C	5	7	-30	-4	-6	-18	-12	-10	8	-15	x
CSCCC(c1nnnn1C1CCCC1)N1CCN(C/C=C/c2ccccc2)CC1 (stereo unspecified)	19	7	5	x	-2	4	1	x	18	5	x
CCOc1ccc(NC(=O)CCC(=O)NNC(=O)c2ccc(Br)o2)cc1	-18	-3	0	-8	12	-4	-2	-3	0	3	2
COc1ccc(F)cc1CN1CCN(C(=O)CCC(=O)Nc2nnc(C3CCCCC3)s2)CC1	-1	-7	-1	6	-4	-13	9	3	29	15	-1
Cc1cccc(NC(=O)C(Cc2ccccc2)c2nn[nH]n2)c1C (stereo unspecified)	-8	-10	3	-2	-17	10	-13	-5	8	3	7
CS(=O)(=O)N1CCCCC1c1cc(C(=O)Nc2cccc3c2CCCC3)no1 (stereo unspecified)	-5	10	3	x	7	10	5	x	4	-10	-12
O=c1[nH][nH]c(C(F)(F)F)c1C=NCc1ccc(Cl)cc1	21	-5	-16	2	6	15	-9	4	-10	-8	4
CC1CCN(C(=O)c2[nH]cnc2C(=O)NCC(=O)OCc2ccccc2)CC1	12	-11	-1	5	15	12	16	-2	2	-8	0
O=C(Nc1nc2ccc([N+](=O)[O-])cc2s1)c1c(F)cccc1F	-18	4	-15	4	-12	-22	-13	-10	-28	-11	-6
FC(F)(F)c1ccc(/C=N/N2CCN(Cc3ccccc3)CC2)cc1	-13	6	-15	8	24	0	-12	-12	-9	2	-2
COCCCC1CCN(Cc2nc(Cc3ccccc3Cl)no2)CC1	2	2	-1	-3	9	-26	14	4	-6	-2	-5
O=C(O)C1SCCN1S(=O)(=O)c1ccc(N=NN2CCOCC2)cc1 (stereo unspecified)	17	3	0	8	10	-23	13	3	6	7	0
CC1(C(=O)NS(=O)(=O)c2cccc(C#N)c2)CCN1C(=O)Cc1ccccc1Cl (stereo unspecified)	-18	-6	-7	x	-5	2	24	x	19	-15	-2
COCCCNC(=O)c1cn(Cc2c(F)cccc2Cl)nn1	15	-7	2	-7	-18	24	-3	-9	11	13	-3
O=c1c2[nH]c3ccccc3c2ncn1CCC1=CCCCC1	-36	6	-21	-6	-16	-25	-8	-16	-73	17	0
COc1ccc(OCCCC(=O)Nc2ncn[nH]2)cc1	5	1	0	-5	-5	6	-18	-3	9	1	51*
COc1ccc2c(CN3CCN(c4ccc(Cl)c(Cl)c4)CC3)cc(=O)oc2c1	5	5	5	x	0	-52	-7	x	25	-2	x
CCN1C(=O)/C(=C/c2cn(-c3ccccc3)nc2-c2cccnc2)SC1=S	-20	-6	0	-5	2	14	1	-3	-5	48	-1
Cc1c(CC(=O)N2CCC(C(N)=O)CC2)c(=O)oc2cc3c(cc12)CCC1(CCCCC1)O3	0	-11	-12	0	0	-15	1	-7	-10	-6	-12
N=c1oc2ccc3ccccc3c2cc1C(N)=S	12	7	-14	-3	-24	-4	5	-9	-41	1	-6
O=C(c1cc([N+](=O)[O-])ccc1N1CCCC1)N1CCCC1	7	-9	7	-10	-19	-9	-20	-3	4	-8	3
C=CC1=C2C=C(C3CC3)N(CCCN(CC)CC)C=C2C(=O)C(C)(OC(=O)c2ccco2)C1=O (stereo unspecified)	10	6	-38	-7	6	1	-4	2	-5	-9	x
O=C(CC[C@H]1O[C@@H](n2ccc(=O)[nH]c2=O)[C@H](O)[C@@H]1O)N[C@H](Cc1ccccc1)C(=O)NCCCN1CCCC1=O	-1	-13	10	x	26	-6	-6	x	-13	19	13
Cc1cc(OCC(=O)Nc2ccc(F)c(F)c2)nc(C(C)C)n1	11	5	1	-6	36	15	-24	3	-7	-1	4
Cc1cc(C)cc(NC(=O)Nc2ccc3ccccc3n2)c1	22	-8	-9	6	7	6	-14	-11	-5	-36	15
Cc1coc2cc3oc(=O)c(CCC(=O)NCCCn4ccnc4)c(C)c3cc12	-1	-4	8	8	8	11	10	4	2	3	-13
COc1cccc(CN2CC(C(=O)N(C)Cc3nc(C)cs3)CCC2=O)c1 (stereo unspecified)	4	-1	-8	-9	8	13	2	5	11	1	-3
CC1(C)CC(=O)C=C(c2ccc3ncccc3c2)C1	9	-10	14	0	48	-6	8	3	-2	11	-3
CS(=O)(=O)N(CC(=O)N1CCCC1)Cc1ccc(Cl)c(Cl)c1	18	-6	2	-3	12	13	-1	7	8	2	-8
CCCCCCCOC1(c2ccccc2)OC(=O)c2ccccc21 (stereo unspecified)	8	-12	2	-1	-1	9	-6	-8	-8	6	1
COC(=O)c1ccc2nc(-c3ccc(C)cc3)c(Cc3ccccc3OC)n2c1	-1	-4	-12	x	-15	-30	-11	x	-31	-15	x
O=C(Nc1ccc(Cl)c(S(=O)(=O)N2CCOCC2)c1)c1ccc(OCC2CCCO2)cc1 (stereo unspecified)	73*	2	38	x	66	x	x	17	77*	51*	-1
CCN(CC)c1nc2ccccc2nc1C(C#N)C(=O)NCCCOC (stereo unspecified)	5	7	-12	13	26	-35	1	3	7	1	-17
CCOC(=O)c1cc(C#N)c(SCC(N)=O)[nH]c1=O	6	-10	5	6	8	15	16	-7	-1	-11	0
Cc1ccc(S(=O)(=O)N2C[C@H]3[C@H]4C(=O)N(c5ccccc5)C(=O)[C@H]4C[C@H](OC(=O)NCC4CCCCC4)[C@@]3(O)C2)cc1	-1	-12	-2	1	-23	1	-7	-14	-9	-13	3
CC12CC3(C)CC(C)(C1)CC(NC(=O)N1CCCC1)(C2)C3	-16	-14	-15	1	-5	4	9	4	-6	3	x
O=C(COC(=O)c1cc2c(s1)CCCCC2)NC1CCS(=O)(=O)C1 (stereo unspecified)	-12	4	15	-4	6	15	-1	-11	-4	-14	x
Cn1c(=O)[nH]c(=O)c2c1nc1n2CC(O)CN1c1ccccc1 (stereo unspecified)	-24	-14	3	5	-10	5	-17	-5	3	-8	-8
COC(=O)[C@]1(Cc2ccccc2)N[C@H](CN(C)C(=O)NC(C)C)[C@@H]2C(=O)N(C)C(=O)[C@@H]21	4	-1	-2	2	-21	-3	9	-5	-13	-5	-12
Cc1ccc(-c2nn(CCC(=O)NC(C)C)c(=O)c3ccccc23)cc1	-1	11	8	10	-13	-3	-24	7	3	1	5
Cc1cccc(NC(=O)COC(=O)C(NC(=O)c2cccc(S(=O)(=O)N3CCOCC3)c2)C(C)C)c1 (stereo unspecified)	-1	-4	-14	0	0	2	6	-3	6	1	0
CN(c1ccc(C(=O)Nc2ccccc2C(F)(F)F)cc1)S(C)(=O)=O	8	-1	-12	0	-11	-26	1	-12	-35	-8	6
NC(=O)c1ccc(Nc2ccc3nonc3c2[N+](=O)[O-])cc1	-21	-10	3	-3	-1	-4	4	0	4	-13	-1
Cc1cnc(CNc2nc3cc(-c4ccccc4C)sc3c(=O)n2C)cn1	-12	8	-12	x	-37	4	0	x	-15	5	-9
Cc1cc(C)c(NC(=O)c2ccc3c(c2)C(=O)N(Cc2cccnc2)C3=O)c(C)c1	5	-7	1	8	4	9	14	1	-16	-22	7
Cn1c(=O)n(CC(N)=O)c(=O)c2c1nc(Br)n2Cc1ccccc1	10	-2	-57	-5	11	-39	9	2	0	-12	4
C[C@@H]1CC[C@]2(C(=O)O[C@@H]3O[C@H](CO)[C@@H](O)[C@H](O)[C@H]3O)CC[C@]3(C)C(=CCC4[C@@]5(C)CC[C@H](O[C@@H]6OC[C@H](O)[C@H](O[C@@H]7O[C@H](CO)[C@@H](O)[C@H](O)[C@H]7O)[C@H]6O)C(C)(C)C5CC[C@]43C)C2[C@]1(C)O (stereo partly specified)	3	-15	12	-7	10	-32	-2	-8	-9	7	-4
Cc1ccc(-n2nnnc2CNC(=O)C(=O)c2c[nH]c3ccccc23)cc1C	-9	-6	-11	-8	7	-5	1	-1	13	-6	3

Later entries
canonical_smiles	NCOA3 inh	NOD2-RIPK2 inh	NCOA1 inh	TLR9-MyD88 inh	NR5A2 inv ag	NCOA2 inhibitor	NR2F2 inh	LMP1 NFkB inh	TROY signal inh	C8 TRAIL sens	Vif inh
O=C(Nc1ccccc1Cl)c1cc[n+]([O-])cc1	6	-10	-9	2	-5	-3	6	-4	-1	-18	9
NC(=O)c1cc([N+](=O)[O-])cc2c1C=Cc1ccccc1O2	16	-1	-14	2	2	-23	-1	9	-29	-3	15
N#CCC(=O)Nc1ccc(C(=O)OCC(=O)Nc2sc3c(c2C#N)CCCC3)cc1	0	-1	-2	-5	11	-27	-8	-11	6	7	-1
Cc1cc(=O)[nH]c(Sc2c(-c3ccccc3)c3ccccc3[nH]c2=O)n1	4	2	-17	0	-10	6	12	0	-14	-12	3
CCOCCN(C(=O)COC)c1cccc(OC)c1	13	-8	-3	-1	0	-19	-3	4	9	-6	10
COC(=O)/C=c1/sc2nc3ccccc3n2c1=O	15	-9	4	3	7	-27	-3	2	-6	1	19
COCCNC(=O)COc1coc(CN2CCN(Cc3ccccc3)CC2)cc1=O	11	-6	-3	-3	2	-2	-16	1	5	12	-8
